# mcGAS MS inh: blocks mouse cGAS cGAMP production; Q8C6L5; recombinant mouse cGAS, cGAMP by RapidFire MS; inhibition, % at 12.5 µM; 130,000 tested, 0.18% active;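 active = inhibition of cGAS enzyme activity at or above 60%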;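 also: enzyme stimulated by 45 bp dsDNA with ATP and GTP substrates; cGAMP share of summed cGAMP plus half ATP and half GTP signals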
# Target sequence (Q8C6L5 whole entry, looked up): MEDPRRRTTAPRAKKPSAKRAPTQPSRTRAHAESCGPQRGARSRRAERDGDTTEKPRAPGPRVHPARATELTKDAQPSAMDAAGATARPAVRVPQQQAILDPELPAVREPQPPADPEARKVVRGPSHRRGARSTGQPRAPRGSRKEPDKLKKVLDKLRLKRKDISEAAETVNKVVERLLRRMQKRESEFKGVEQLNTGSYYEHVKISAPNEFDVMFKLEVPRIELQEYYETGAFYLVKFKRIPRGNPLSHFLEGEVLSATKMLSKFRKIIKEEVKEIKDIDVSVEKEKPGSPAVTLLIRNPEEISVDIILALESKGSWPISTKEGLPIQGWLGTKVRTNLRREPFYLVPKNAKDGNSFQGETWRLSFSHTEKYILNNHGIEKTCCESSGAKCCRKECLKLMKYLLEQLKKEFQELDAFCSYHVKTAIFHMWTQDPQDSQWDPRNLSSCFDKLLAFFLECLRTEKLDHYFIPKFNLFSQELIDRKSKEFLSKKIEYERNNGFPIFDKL
# * marks the source's active call; other numbers are inactive results; & = joins results of further samples. This is a subset, so the mix of outcomes need not match the whole.
SMILES,mcGAS MS inh
S=P1(N2CCOCC2)C2=C(CCC2)C2=C(CCC2)N1c1ccccc1 (centres undefined),-2
CN1C(=O)C2(CCN(Cc3cc(-c4ccccn4)no3)CC2)c2ccccc21,-3
CC1CCC2C(N1)c1ccccc1OC2(C)C (centres undefined),0
CN1CCC(N(C)c2ccnc3c2c(=O)n(C)c(=O)n3C)CC1,-2
COc1ccccc1[C@H]1CN(C(=O)COC(C)C)[C@@H]2C3CCN(CC3)[C@H]12,-33
CC(=O)NS(=O)(=O)c1ccc(NC(=O)c2cccn(Cc3ccc(Cl)cc3)c2=O)cc1,-6
Cc1noc(CNC(C)(C)Cc2ccc(Br)cc2)n1,-46
Cc1ccc([N+](=O)[O-])cc1NC(=O)c1cccn(Cc2cccc(C(F)(F)F)c2)c1=O,-7
CC(C)c1nnc(CN2C[C@H]3CC=CC[C@H]3C2)o1,-7
O=C(Cc1c[nH]c2ccccc12)N1C[C@H](O)[C@@H](N2CCOCC2)C1,-3
Cc1cccc(Cn2cccc(C(=O)Nc3cc([N+](=O)[O-])ccc3C)c2=O)c1,-5
Cc1ccc(OCC(=O)N2CCN(C3CCSC3)CC2)cc1C (centres undefined),-3
CN1C(=O)C(=Cc2ccco2)C(=O)N(C)C1=O,3
O=C(c1cccc2ccccc12)C1CCCN(Cc2ccccc2O)C1 (centres undefined),3
COc1cc(C)c(-c2nc(CN3C[C@@H]4C[C@@H](C3)c3cccc(=O)n3C4)c(C)o2)cc1C,-7
COc1nc(NCCC2=CCCCC2)nc(N2CC3CC(C2)c2cccc(=O)n2C3)n1 (centres undefined),-18
COc1cc(OC)c(C2NCCc3[nH]cnc32)cc1OC (centres undefined),2
C[C@H]1OC(O[C@H]2[C@@H](O)CC(O[C@H]3[C@@H](O)C[C@H](O[C@H]4CC[C@]5(C)C6CC[C@]7(C)[C@@H](C8=CC(=O)OC8)[C@@H](O)C[C@]7(O)[C@@H]6CC[C@@H]5C4)O[C@@H]3C)O[C@@H]2C)C[C@H](O)C1O (some centres undefined),-3
COc1cc2c(cc1OC)[C@@]13CCN4CC5=CCOC6CC(=O)N2C1[C@H]6[C@H]5C[C@H]43 (some centres undefined),-7
CCN(CC)P(=S)(c1ccc(C=NNC(N)=O)s1)N(CC)CC,-14
C[C@]12CC[C@H](O)CC1=CC[C@@H]1[C@@H]2CC[C@@]2(C)[C@H]1CC[C@]2(C)O,7
c1cc2c(c(-c3cnn4cccnc34)c1)CCNC2,-13
Cc1ccc(C2CNCC2CN2CCN(c3ccccc3)CC2)cc1 (centres undefined),-4
COc1cc(OC)c(C2=CCN(Cc3ccc(C#N)cc3F)CC2)c(OC)c1,4
CC(N)C(OC1CCOCC1)c1ccccc1 (centres undefined),-10&-7
C[C@@]12N[C@@H](Cc3ccccc31)c1ccccc12,-13
n1[nH]nc2c1Nc1nonc1N2,-7
CCC(=O)N1CC(=O)Nc2ccccc2C1c1ccc(C)cc1 (centres undefined),-3
CC(C)(CO)N1CC1C(=O)OCc1ccccc1 (centres undefined),1
c1ccc(CN2CCCC3CNCCC32)cc1 (centres undefined),-1
O=C(Cc1ccc2c(c1)OCO2)N1CCCC(N2CCN(c3ccc(F)cc3)CC2)C1 (centres undefined),-7
C[C@]12C=CC(=O)C=C1CCC1C2CC[C@]2(C)C(=O)CCC12 (some centres undefined),-1
Cc1ccc(C2(O)C[N+]3=C(SCCC3)N2Cc2ccccc2)cc1 (centres undefined),0
CCCSc1ncc(CN2CC[C@@]3(O)CCCC[C@H]3C2)cn1,-10
COC(=O)c1ccccc1NC(=O)c1cccn(Cc2ccc(C(F)(F)F)cc2)c1=O,-9
COc1cc(C=NNP(=S)(c2ccccc2)c2ccccc2)ccc1O,-10
COc1cc(C(=O)N2CCC3(CC2)CN(C)CCN3C)ccn1,-28
CC(C)(C)c1ccc(C(CN)c2ccc(Cl)cc2)cc1 (centres undefined),-2
COc1ccc(-n2cc(CNC(C)Cc3cnccn3)c(-c3cccc(F)c3)n2)cc1 (centres undefined),-5
CNC(C)Cc1ccccc1OC (centres undefined),10

# A different layout for 23 compounds above:
canonical_smiles	mcGAS MS inh
C[C@H]1OC(O[C@H]2[C@@H](O)CC(O[C@H]3[C@@H](O)C[C@H](O[C@H]4CC[C@]5(C)C6CC[C@]7(C)[C@@H](C8=CC(=O)OC8)[C@@H](O)C[C@]7(O)[C@@H]6CC[C@@H]5C4)O[C@@H]3C)O[C@@H]2C)C[C@H](O)C1O (some centres undefined)	-3
COc1cc2c(cc1OC)[C@@]13CCN4CC5=CCOC6CC(=O)N2C1[C@H]6[C@H]5C[C@H]43 (some centres undefined)	-7
CCN(CC)P(=S)(c1ccc(C=NNC(N)=O)s1)N(CC)CC	-14
C[C@]12CC[C@H](O)CC1=CC[C@@H]1[C@@H]2CC[C@@]2(C)[C@H]1CC[C@]2(C)O	7
c1cc2c(c(-c3cnn4cccnc34)c1)CCNC2	-13
Cc1ccc(C2CNCC2CN2CCN(c3ccccc3)CC2)cc1 (centres undefined)	-4
COc1cc(OC)c(C2=CCN(Cc3ccc(C#N)cc3F)CC2)c(OC)c1	4
CC(N)C(OC1CCOCC1)c1ccccc1 (centres undefined)	-10&-7
C[C@@]12N[C@@H](Cc3ccccc31)c1ccccc12	-13
n1[nH]nc2c1Nc1nonc1N2	-7
CCC(=O)N1CC(=O)Nc2ccccc2C1c1ccc(C)cc1 (centres undefined)	-3
CC(C)(CO)N1CC1C(=O)OCc1ccccc1 (centres undefined)	1
c1ccc(CN2CCCC3CNCCC32)cc1 (centres undefined)	-1
O=C(Cc1ccc2c(c1)OCO2)N1CCCC(N2CCN(c3ccc(F)cc3)CC2)C1 (centres undefined)	-7
C[C@]12C=CC(=O)C=C1CCC1C2CC[C@]2(C)C(=O)CCC12 (some centres undefined)	-1
Cc1ccc(C2(O)C[N+]3=C(SCCC3)N2Cc2ccccc2)cc1 (centres undefined)	0
CCCSc1ncc(CN2CC[C@@]3(O)CCCC[C@H]3C2)cn1	-10
COC(=O)c1ccccc1NC(=O)c1cccn(Cc2ccc(C(F)(F)F)cc2)c1=O	-9
COc1cc(C=NNP(=S)(c2ccccc2)c2ccccc2)ccc1O	-10
COc1cc(C(=O)N2CCC3(CC2)CN(C)CCN3C)ccn1	-28
CC(C)(C)c1ccc(C(CN)c2ccc(Cl)cc2)cc1 (centres undefined)	-2
COc1ccc(-n2cc(CNC(C)Cc3cnccn3)c(-c3cccc(F)c3)n2)cc1 (centres undefined)	-5
CNC(C)Cc1ccccc1OC (centres undefined)	10

# Later entries.
SMILES,mcGAS MS inh
CCC(Cn1ccnc1)NC(=O)c1cn(C)c2ccccc12 (centres undefined),-10
CC(C(=O)c1ccccc1)N(C)C (centres undefined),10
COCCN(CCOC)P(=S)(C=C(Cl)c1ccccc1)C=C(Cl)c1ccccc1,-11
CC(=O)C1=C(O)C(=O)N(C)C12C(=O)Nc1ccccc12 (centres undefined),-7
Oc1cccc2cccnc12,-7&21
N#CC1(c2ccccc2)CCN(C(=O)Nc2ccc(Cl)c(C(F)(F)F)c2)CC1,7
N#Cc1ccc(NC(=O)CN2CCN(c3ccc(O)cc3)CC2)cc1Cl,3
O=C(Nc1ccc2c(c1)OCCO2)OCC(F)(F)F,-5
CN(C)P(=Nc1ccccc1)(NCCN1CC1)N(C)C,-14
COc1cc2c(c(OC)c1)C(=O)OC(C)CCCC(=O)CCCCC2 (centres undefined),49
Cc1cc(C)c2sc(N3CCNCC3)nc2c1,1
O=C(CN1CC2CCCCCCC21)NCC1CC1 (centres undefined),-7
Fc1ccc(N2CCNCC2)cc1,-8
COc1c(C)cc(C(=O)C2CCCN(Cc3ccncc3)C2)cc1C (centres undefined),-13
Clc1ccc2sc(C3CCNCC3)nc2c1,-3
c1csc(CNC2=NCCS2)c1,-15
CN1C(=O)C2(CCN(Cc3noc(-c4ccco4)n3)CC2)c2ccccc21,-29
COc1ccc2c(c1OC)C(=O)O[C@@H]2[C@@H]1c2cc3c(cc2CCN1C)OCO3,-5
CCC(CC)n1ncc(C(=O)O)c1C,3
Cc1nc(CN2CCN(C(=O)COc3c(C)ccc(C)c3C)CC2)no1,-14
O=C(COc1ccccc1F)N1CCN(CCc2nc(-c3cccs3)cs2)CC1,0
CSCC[Si]12OCCN(CCO1)CCO2,-9
CC(Cc1ccc(Cl)cc1Cl)NC(=O)CCn1ccnn1 (centres undefined),-19
CCCNc1ncc(CN2C[C@@H](c3ccccc3)[C@@H]3[C@H]2C2CCN3CC2)cn1,-9
Cc1cc(OC(=O)N2CCCCC2)c(C(C)C)cc1[N+](C)(C)C,-6
CCC1(C)CC(=O)NC(=O)C1,2
Fc1cccnc1CN1C[C@@H]2[C@H](C1)[C@H]1CC[C@@H]2O1,1
COC(=O)C1C(c2ccccc2)C2(c3ccccc3)C(C)(C)C12C(=O)OC (centres undefined),-16
CC(=O)NS(=O)(=O)c1ccc(NC(=O)c2cccn(Cc3cccc(F)c3)c2=O)cc1,-7
CNc1ccc(C(=O)CC(O)CCC(C)C2OC(=O)CC(O)CC(=O)CC(O)CC(O)CC(O)CC(O)CC3(O)CC(O)C(C(=O)OC)C(CC(O[C@@H]4O[C@H](C)[C@@H](O)[C@H](N)[C@@H]4O)/C=C/C=C/C=C/C=C/C=C/C=C/C=C/C2C)O3)cc1 (some centres undefined),1
c1cc(OC2CCCC2)ccc1NC1CN2CCC1CC2 (centres undefined),-11
COP1(=S)C(=C2N(C)c3ccccc3C2(C)C)C=NN1C (centres undefined),-14&26
NCCc1nc2cc(F)ccc2s1,3
CC(=O)OCC(=O)[C@H]1CC[C@H]2[C@@H]3CC[C@H]4C[C@H](O)CC[C@]4(C)[C@H]3C(=O)C[C@]12C,-6
O=C1N=c2ccccc2=CC1=Cc1c(O)[nH]c(=S)[nH]c1=O,1
NC1=NC(=O)NC(=O)C1Br (centres undefined),-9
Cc1cccc2cc(CNC(C)Cc3ccco3)c(Cl)nc12 (centres undefined),3
O=C(NCCCCc1ccccn1)C1CC2(CCNCC2)CN1 (centres undefined),-13
Cc1ccc(NC(=O)c2cccn(Cc3ccccc3C)c2=O)c(C)c1,-5
Cc1cccnc1CC(C)NC1Cc2ccccc2C1 (centres undefined),-6
CNC(C)c1nc2cc(Cl)ccc2c(=O)n1-c1ccc(C)cc1 (centres undefined),-4
CCn1nc(C)c(NC(=O)CNC(C)Cc2cnccn2)c1C (centres undefined),-8
CCOP1(=S)C(=C2N(C)c3ccccc3C2(C)C)C=NN1c1ccccc1 (centres undefined),-1
Cc1ncc(CO)c(CN2CCC3(CCN(C)CC3)C2)c1O,-1
CC(=NNP(=S)(c1ccccc1)c1ccccc1)c1cccs1,-4
CC1CC(=O)CC2CCC3C4CCC(O)C4(C)CCC3C12C (centres undefined),-6
NCCc1ccc(C(F)(F)F)cc1,-5
CN(C)c1ccc([P+](=O)c2ccc(N(C)C)cc2)cc1,-10&22
OC12C3C4CC5C6C4C1C6C(C53)N2CCc1cccc(F)c1 (centres undefined),-19
CSc1ccc(C(=O)C2CCCN(Cc3cccc4c3OCO4)C2)cc1 (centres undefined),-10
CCOc1cncc(/C=C/CCNC)c1,-4
Cc1c2ccncc2c(C)c2c1[nH]c1ccccc12,49
CC(O)CN1CC=C(c2cnn(-c3ccc(C(C)C)cc3)c2)CC1 (centres undefined),-2
COc1cccc([C@@]2(O)CCCC[C@@H]2CN(C)C)c1,-15
Cc1cccnc1CC(C)N(C)Cc1cc(F)ccc1O (centres undefined),-2
Cc1cc(NC(=O)c2cccn(Cc3c(F)cccc3Cl)c2=O)c2ccccc2n1,-7
CCC(NC)c1nc2ccccc2c(=O)n1-c1cccc(Cl)c1 (centres undefined),-5
COC(=O)OCC12CCC(O1)C1(C)C(=O)OCC21 (centres undefined),-5
Fc1cc(Cl)ccc1C1NCCc2[nH]cnc21 (centres undefined),0
CN1C[C@H](CNC(=O)OCc2ccccc2)C[C@@H]2c3cccc4c3c(cn4C)C[C@H]21,0
# (list continues)
SMILES,mcGAS MS inh
O=c1[nH]ccc2ccc(-c3cccc4c3CCNC4)cc12,5
CCCC[n+]1cc(NC(=O)c2ccccc2Br)on1,-8
CC(Cc1cnccn1)NCC(=O)NC1CCCCCCC1 (centres undefined),-11
CN1CCC2(CC1)CCN(C(=O)C1CNC1)C2,-5
COc1ccc(N2CCN3c4ccc([N+](=O)[O-])cc4CC(C(=O)O)C3C2)cc1 (centres undefined),-5
Fc1ccc(C(O/N=C2\CN3CCC2CC3)c2ccc(F)cc2)cc1,-4
CCCCOC(=O)C1CN1C(CC)C(=O)OC (centres undefined),-17
O=C1NC(=O)c2c1c1c3ccccc3n3c1c1c2c2ccccc2n1C1CCC3O1,-2
Cc1nc(CC(=O)N(CCN2CCCC2)Cc2ccccc2)cs1,-4
C=C1CC2C(CC[C@]3(C)C(=O)CCC23)[C@@]2(C)C=CC(=O)C=C12 (some centres undefined),-4
CN1CCN(c2ccc3ccccc3n2)CC1,-1
COc1ccc([C@@H]2CN(C(=O)c3ccc(N)nc3)[C@@H]3C4CCN(CC4)[C@@H]32)cc1,-16
O=C(NCCc1cnc[nH]1)c1ccccc1C1CCNC1 (centres undefined),-16
CC(C)N(CCC(C(N)=O)(c1ccccc1)c1ccccn1)C(C)C (centres undefined),-6&-1&1
CC(C)(C)C(=O)NC1CCSC1=O (centres undefined),76*
CCOP(OCC)C(Nc1ccccc1)c1ccccc1 (centres undefined),1
Cc1c(Cl)c(CN2C3CCC2CC(=O)NC3)nc2ccccc12 (centres undefined),18
Cc1ccnc(CC(C)N(C)Cc2ccccc2Cn2cccn2)c1 (centres undefined),-12
CC(=O)OC1CN2CCC1CC2 (centres undefined),-2
O=C(Nc1ccc(F)cc1F)N1CCCC1,-7

# 2 of the compounds above, with tabs:
Compound	mcGAS MS inh
CN1CCC2(CC1)CCN(C(=O)C1CNC1)C2	-5
CCCCOC(=O)C1CN1C(CC)C(=O)OC (centres undefined)	-17

# Next part
SMILES,mcGAS MS inh
N#CC(c1ccc(F)cc1)N1CCN(C(=O)COc2ccccc2F)CC1 (centres undefined),4
CSP1(=S)N=C(N2CCN(C)CC2)C(C#N)=C2CCCN21 (centres undefined),-6
Cc1ccc2c(CC(CC(C)C)[N+](=O)[O-])c[nH]c2c1 (centres undefined),-14
COc1ccccc1C(=O)C1CCCN(CCC(=O)O)C1 (centres undefined),4
CC(C)n1[nH]c(=O)c2c1NC(=O)CSC2c1ccc([N+](=O)[O-])cc1 (centres undefined),0
CN1CC2c3ccccc3OC(c3ccc(Cl)cc3)C2([N+](=O)[O-])O1 (centres undefined),-7

# Assay outcomes (PubChem)
